Compound activity from PubChem BioAssay.
FBPA coupling cs – inhibits coupling enzyme system, counter-screen for aldolase hits | activity change, negative = inhibition, % at 58.2 µM, hits read low | coupling enzyme system counterscreen, AmpLite Red fluorescence | 290,000 tested, 0.67% active; in the data active means activity change below about -30%; further: on the % scale 0 is the no-effect control and ±100 the full control effect
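Final compound at 57.5 uM, incubated 10 min at RT with coupling enzyme reagent (glyceraldehyde-3-phosphate), then 20 min with substrate and AmpLite Red detection. Fluorescence read at 525/598 nm; tests interference with the coupling assay, not aldolase inhibition.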
GALK inhibitor – inhibitors of human galactokinase | Purified GALK, Kinase-Glo residual ATP luminescence | Potency, µM (titrated, usually from 57.5 µM), inactives show at the top dose activity change, negative = inhibition, hits mostly inhibitors | 270,000 tested, 0.007% active | AID 1868; further: potency means the concentration at half of the fitted maximal effect; on the % scale 0 is the no-effect control and ±100 the full control effect
Target sequence (P51570 whole entry, looked up): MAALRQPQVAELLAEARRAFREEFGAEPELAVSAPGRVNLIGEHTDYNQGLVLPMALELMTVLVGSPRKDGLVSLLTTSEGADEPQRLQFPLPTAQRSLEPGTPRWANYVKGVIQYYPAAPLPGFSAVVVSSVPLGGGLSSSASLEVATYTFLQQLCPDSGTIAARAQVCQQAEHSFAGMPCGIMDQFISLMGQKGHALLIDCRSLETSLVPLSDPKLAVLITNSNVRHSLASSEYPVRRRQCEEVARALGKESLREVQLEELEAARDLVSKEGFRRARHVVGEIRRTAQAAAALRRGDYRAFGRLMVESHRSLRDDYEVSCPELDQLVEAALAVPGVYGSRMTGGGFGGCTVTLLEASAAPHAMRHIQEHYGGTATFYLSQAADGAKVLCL
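Quantitative HTS: GALK 5 nM, ATP 35 uM, galactose 100 uM, 1 h room temperature, then luciferase-based ATP detection.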
TSHR antag – human thyrotropin receptor antagonism | P16473 | TSHR-expressing cells, TSH-stimulated cAMP HTRF, 2 h; stronger effect = lower value | activity change, negative = inhibition, % at 11.5 µM | 330,000 tested, 0.2% active | AID 504810;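 active means activity change below a set negative limit, meaning inhibition stronger than a set level, cut at about -70% in these data; inconclusive means activity change between two set negative limits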; further: on the % scale 0 is the no-effect control and ±100 the full control effect
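Cell-based HTRF cAMP assay; TSHR cells + compound, TSH EC80 (4nM final), 2 h, 37 deg C. Lysis with anti-cAMP cryptate and cAMP-d2, 30 min RT, read 665/620 nm.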
A-T KAP1 phos – potential ataxia-telangiectasia treatments restoring KAP-1 phosphorylation; […] A-T fibroblasts, KAP-1 phosphorylation AlphaLISA; neocarzinostatin DNA damage 30 min before lysis; Potency, µM (highest dose often 57.5 µM), for inactives: top-dose activation, usual class: activators; 320,000 tested, 0.19% active; AID 485349; further: potency means the concentration at half of the fitted maximal effect; % of control where 0% means no effect; nearly all actives have a fitted effect of over 45% in size
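hTERT-immortalized A-T patient fibroblasts ([…]), 500 cells/well in OPTI-MEM, 1% FBS, got compounds for 60 min, then NCS for 30 min at 37C. Lysates were then assayed for phospho-KAP-1 by AlphaLISA (anti-pKAP1 donor, anti-KAP1 acceptor beads), 6 hr at 25C.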
TCR activator – activators of T cell receptors. primary human leukocytes, anti-CD3, IL-2 HTRF, 48 h. Potency, µM (top dose mostly 9.22 µM), inactives show at the highest dose activation of IL-2 secretion, actives largely listed as activators. 330,000 tested, under 10 active; further: % of control where 0% means no effect
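Activity was scored as IL-2 release from primary human leukocytes given only a TCR signal (a-CD3 beads) plus compound for 48 hr. Detection used a two-antibody HTRF format read at 665nm.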
CXXC DNA block – MLL CXXC-DNA interaction inhibition | MLL-CXXC / FITC-HOXA9 DNA fluorescence polarization | Potency, µM (top dose mostly 115 µM), without a hit: at the top dose activity change, negative = inhibition, actives largely listed as inhibitors | 290,000 tested, 0.037% active | AID 2662; active means well fitted inhibition curve with a large enough effect in the polarisation, with a control signal flat, not every such curve was filed as active; inconclusive means small, poorly fitted or top-dose-only effect, or effect the other way, or a change in a side signal; inactive means no such curve, though single readings can be large or run the other way; the % refers to the polarisation; further: potency means the concentration at half of the fitted maximal effect
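Steps: dispense CXXC domain solution (7 uM) → pin compounds or unlabeled HOX-A9 DNA control → 5 min ambient → add FLSN-HOX-A9 solution (50 nM) → spin → 30 min ambient → fluorescence polarization. Tris pH 7.5/NaCl/DTT/BSA buffer.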
Giardia killer – Giardia lamblia killing | 340,000 tested, 0.15% active | AID 540267 | Giardia lamblia trophozoite viability | activity change, % at 7.66 µM, hits read low; in the data active means activity change below about -80%; inconclusive means between about -30% and that limit;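 further: parasites exposed to compound for two days anaerobically before the ATP read; on the % scale 0 is the no-effect control and ±100 the full control effect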
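Media and compound were dispensed first, then trophozoites at 100 cells/well; plates sat 48 hrs at 37 deg C without oxygen before ATP luminescence reagent was added and read after 15-30 min at room temperature.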
hERG WT inh – blocks the wildtype human KCNH2 potassium channel; Q12809; U2OS, BacMam KCNH2, thallium flux FluxOr; stronger effect = lower value; activity change, % at 1.84 µM; 340,000 tested, 0.37% active;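 active means maximum activity change below -70%; inconclusive means maximum activity change between -70% and -50%; inactive means maximum activity change above -50%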; further: on the % scale 0 is the no-effect control and ±100 the full control effect
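U2OS cells transduced with wild-type KCNH2 virus are loaded with FluxOr dye for 45 min, and thallium flux is measured in kinetic reads before and after stimulation buffer. Rate constants are normalized to DMSO controls.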
Tb PFK block – inhibitors of T. brucei phosphofructokinase | O15648 | T. brucei PFK, ADP-Glo luminescence | Potency, µM (top dose mostly 57.5 µM), without a hit: top-dose activity, negative = inhibition, actives largely listed as inhibitors | 330,000 tested, 0.17% active | AID 485367;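 further: potency means the concentration at half of the fitted maximal effect; 0% = uninhibited 1x PFK enzyme wells and -100% = no-enzyme wells; nearly all actives have a fitted effect of over 60% in size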
Target sequence (O15648 whole entry, looked up): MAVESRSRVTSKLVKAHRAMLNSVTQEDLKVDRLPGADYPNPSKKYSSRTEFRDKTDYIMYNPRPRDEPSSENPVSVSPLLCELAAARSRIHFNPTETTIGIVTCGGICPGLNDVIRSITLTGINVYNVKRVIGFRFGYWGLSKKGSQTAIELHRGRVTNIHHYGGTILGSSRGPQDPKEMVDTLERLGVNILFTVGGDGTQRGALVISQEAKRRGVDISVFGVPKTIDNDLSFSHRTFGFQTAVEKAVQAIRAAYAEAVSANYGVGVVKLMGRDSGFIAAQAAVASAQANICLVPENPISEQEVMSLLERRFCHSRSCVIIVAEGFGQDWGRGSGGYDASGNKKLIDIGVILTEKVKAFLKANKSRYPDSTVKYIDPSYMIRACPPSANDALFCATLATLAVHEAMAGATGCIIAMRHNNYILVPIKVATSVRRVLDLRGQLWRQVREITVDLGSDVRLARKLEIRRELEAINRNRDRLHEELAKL
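ADP-Glo luminescence quantified ADP after 45 min at room temperature, with 1.25 nM T. brucei PFK, 0.1 mM ATP and 0.5 mM fructose-6-phosphate in pH 8.0 TEA buffer. qHTS titrations up to 57 µM; curves classified by quality.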
BCR signal inh – chronic active BCR signaling inhibition; ABC-DLBCL IkBa-CBG/CBR reporter, luminescence ratio, 4 h; Potency, µM (doses to about 46.1 µM), without a hit: top-dose ratio change, negative = lower green/red ratio, actives largely listed as inhibitors; 340,000 tested, 0.05% active; AID 493014; active means well fitted inhibition curve with a large enough effect in the signal ratio, with a control signal flat, not every such curve was filed as active; inconclusive means small, poorly fitted or top-dose-only effect, or effect the other way, or a change in a side signal; the % refers to the signal ratio;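 further: potency means the concentration at half of the fitted maximal effect; plate controls were basal doxycycline-induced cells for no effect and cells given 10 µM MG132 for full effect; MG132 reads +100%, hits lower the ratio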
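Cell line TMD8 (human ABC DLBCL), stably expressing tet-inducible CBG68-IkBa fusion and CBR; IMDM/0.5% FBS; cpd up to 46 uM; dox induction, 4 h, 37C/5% CO2; dual luminescence; green/red ratio; MG132 control.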
* marks the source's active call; other numbers are inactive results; u = inconclusive; x = not tested or not shown; [ ] = remark or other dose. Unless noted, the call rests on the fitted dose curve; in most records, active means well fitted curve in the direction sought with a large enough effect; inconclusive means small, poorly fitted or top-dose-only effect, or another doubt; inactive means no such curve, though single readings can be large; an effect the other way counts as inactive or inconclusive.

| SMILES | Tb PFK block | Giardia killer | CXXC DNA block | A-T KAP1 phos | TSHR antag | FBPA coupling cs | BCR signal inh | hERG WT inh | GALK inhibitor | TCR activator |
| --- | --- | --- | --- | --- | --- | --- | --- | --- | --- | --- |
| CCn1nc(NC(=O)c2cccnc2)c2cc3cccc(C)c3nc21 | 2% | -8 | 4% | 7% | 3 | -2 | 2% | -14 | 5% | 5% |
| Cn1c(SCC(=O)Nc2ccc3c(c2)OCCO3)nnc1C1CC1 | -19% | -12 | 7% | -7% | -10 | 0 | -7% | -7 | -1% | -7% |
| COc1ccc(/C=N/NC(=O)c2ccncc2)cc1COc1ccc(NC(C)=O)cc1 | 9% | -3 | 32%[activator] | -4% | 0 | 1 | u | -6 | -2% | -2% |
| CN(C)CCCOC(=O)N1c2ccccc2C=Cc2ccccc21 | 3% | 2 | -2% | -11% | 21 | 2 | -1% | 0 | -1% | -2% |
| O=C(CCCc1nc(-c2ccc(Cl)cc2)no1)NC1CCCCC1 | 0% | 12 | 14% | 4% | -16 | 0 | 7% | 3 | -1% | 0% |
| O=C(O)CCC(=O)NNC(=O)CCC(=O)NCc1ccccc1 | 0% | 12 | -7% | -5% | 6 | 3 | -2% | -1 | -2% | 19% |
| COC(=O)c1cccc(NC(=O)c2ccc3c(c2)C(=O)N(CC2CCCO2)C3=O)c1 (stereo not drawn) | -6% | -6 | 1% | -4% | -7 | 0 | 14% | 0 | -1% | 2% |
| CC1=C(C(=O)OCc2ccccc2)C(c2ccsc2)C(C#N)=C(N)O1 (stereo not drawn) | -9% | 8 | 1% | 1% | -21 | 3 | 8% | -11 | -3% | 2%[46.1 µM] |
| CN(CC(=O)Nc1ccccc1Cl)C(=O)COC(=O)CCN1C(=O)C2CC=CCC2C1=O (stereo not drawn) | u | -6 | x | 2% | -4 | x | -5% | 11 | x | 2% |
| C/C(=N\NC(=O)C1(C)CC1(Br)Br)c1ccc(NC(=O)C2CCC2)cc1 (stereo not drawn) | -3% | -9 | -2% | 0% | -3 | -1 | 4% | -14 | x | 1%[46.1 µM] |
| CC(C)(C)c1nn(-c2ccccc2)c2[nH]c(=O)c(C=O)cc12 | -5% | 15 | -3% | 1% | -5 | 4 | u | -2 | -3% | -4% |
| CCOC(=O)c1[nH]c(Cc2[nH]c(C(=O)OCC)c(C)c2CCC(=O)OC)c(CCC(=O)OC)c1C | 3% | -5 | 3% | 5% | -1 | -5 | u | -12 | 5% | -1% |
| COc1cc(CN2CCCN(C)CC2)cc([N+](=O)[O-])c1O | -3% | -4 | 5% | -2% | 22 | 0 | 1% | 0 | 1% | 2% |
| Cc1cc(C)nc(N2CCC(C(=O)NNC(=O)c3ccccc3)CC2)n1 | 1% | -6 | -5% | 2% | -7 | 3 | -2% | -15 | 8% | -5% |
| COc1cc2cc(CCCOC(=O)c3ccc(F)cc3)oc(=O)c2cc1OC | 5% | -7 | x | 5% | 5 | x | -6% | x | x | 0% |
| O=C(Nc1cc(C(F)(F)F)ccc1Cl)C(NCc1ccccc1)c1ccccc1 (stereo not drawn) | -7% | 7 | 3% | 6% | 6 | -5 | 6% | -6 | 2% | -6%[46.1 µM] |
| Brc1ccc(Nc2c3c(nc4ncnn24)CCC3)cc1 | -7% | 10 | 3% | 0% | -14 | 10 | 0% | 8 | 1% | -23%[46.1 µM] |
| CCOc1ccc(NC(=O)C2CCCN(S(=O)(=O)c3ccc4c(c3)CC(C)N4C(C)=O)C2)cc1 (stereo not drawn) | -1% | -1 | 0% | -3% | -9 | 2 | -7% | 1 | 3% | 1% |
| COc1cccc(NC(=S)NN=C2CCCCCC2)c1 | 1% | -21 | 18% | -5% | 0 | -2 | u | 0 | 0% | -2% |
| O=C(OCC(=O)N(Cc1ccccc1)Cc1ccccc1)c1ccccc1O | -6% | 2 | x | 15% | -5 | x | 5% | -6 | x | 8% |
| CCCCNc1nc2cccnc2s1 | 8% | 1 | 1% | -5% | 3 | 2 | 1% | -2 | x | 3% |
| COc1cc(/C=C(\C#N)C(=O)Nc2ccccc2C(=O)O)cc(Cl)c1OC | 3% | 1 | -16% | 5% | 11 | -2 | u | 4 | 10% | -1% |
| COc1cc2cc(CN(CCCN3CCOCC3)Cc3nnnn3Cc3ccccc3)c(=O)[nH]c2cc1OC | 0% | 3 | -3% | 1% | 18 | 0 | 4% | 9 | 5% | -5% |
| Cc1cc(/C=N/NC(=O)c2cccs2)c(C)n1-c1ccccc1 | -4% | 3 | -1% | x | 2 | -2 | u | 0 | 2% | 5% |
| COC(=O)c1ccc(CN(c2ccccc2OC)S(=O)(=O)c2cccs2)o1 | 2% | 3 | 4% | 12% | -1 | -1 | u | -6 | -3% | 8% |
| CCOC(=O)C1(Cc2ccccc2)CCCN(S(=O)(=O)N(C)C)C1 (stereo not drawn) | -1% | -19 | -5% | 3% | -2 | -1 | 4% | 15 | 0% | -1% |
| CCOc1ccc(-c2cc(C(=O)NCCCN3CCN(CC)CC3)c3ccccc3n2)cc1 | -6% | -21 | 1% | 1% | -2 | 1 | -12% | -4 | 1% | 2% |
| CCCCc1nc(S(=O)(=O)c2ccc(Cl)cc2)c(N2CCOCC2)o1 | 0% | 14 | 1% | 2% | -4 | 0 | u | -4 | 1% | -2%[46.1 µM] |
| C[C@H](CO)N1C[C@H](C)[C@@H](CN(C)S(=O)(=O)c2ccccc2)Oc2c(NS(=O)(=O)c3ccccc3)cccc2C1=O | 2% | -5 | x | 0% | -18 | x | 2% | -6 | x | 0% |
| Cc1ccc(SCC2=NNC(=O)C2)cc1 | -2% | -1 | -7% | 3% | -9 | 1 | 8% | 31 | -2% | -3% |
| CCCn1c(SCC(=O)Nc2nc3ccccc3s2)nc2c1c(=O)n(C)c(=O)n2C | 1% | -11 | 9% | -3% | -2 | 0 | -17% | 0 | 0% | 7% |
| COc1cc2c(cc1OC)CN(c1ccc(F)cc1[N+](=O)[O-])CC2 | -1% | -8 | 5% | -2% | 18 | 0 | u | -4 | 2% | -7% |
| CCn1c(CC(=O)Nc2ccc(Cl)c(Cl)c2)nnc1SCc1ccc(Cl)cc1 | -3% | 7 | 3% | 2% | -4 | -3 | -3% | 7 | 1% | 5%[46.1 µM] |
| Cc1cc(Cl)ccc1NC(=O)C1CCCN1C(=O)c1cccs1 (stereo not drawn) | 0% | -11 | 27% | -6% | 2 | -1 | 1% | 7 | 2% | 0%[46.1 µM] |
| O=C(c1cc(-c2ccncc2)nc2ccc(Br)cc12)N1CCN(Cc2ccc3c(c2)OCO3)CC1 | -4% | 1 | 2% | -5% | -4 | 0 | -9% | 0 | 0% | x |
| O=C(NCC(O)c1ccccc1)c1ccc(Cl)c(S(=O)(=O)N2CCCC2)c1 (stereo not drawn) | 4% | 3 | x | 6% | -21 | x | u | 1 | x | -1% |
| COC(=O)c1ccc(-n2c(C)cc(/C=N/Nc3nc(C)cc(=O)[nH]3)c2C)cc1 | 3% | 8 | 8% | 44% | 3 | -7 | 2% | -2 | -1% | -4% |
| CN(C(=O)c1coc(=O)c2ccccc12)c1ccc(F)cc1 | 0% | -23 | -1% | -2% | 13 | 2 | 2% | -10 | 1% | -2% |
| Cc1noc(C)c1COc1ccc(C(=O)NCc2cccs2)cc1 | -1% | -6 | x | 2% | -5 | x | u | 5 | x | -2%[46.1 µM] |
| Cc1ccccc1C(=O)O/N=C(\N)c1cccc([N+](=O)[O-])c1 | 0% | 15 | -4% | 16% | 72 | 2 | u | -2 | -1% | -7% |
| CCOC(=O)COc1cccc2c(=O)n(CC(N)=O)ccc12 | 0% | -15 | -7% | 5% | 18 | 1 | 1% | -25 | -2% | -1% |
| CN(C)c1nc(NCc2ccccc2)nc(SCC(=O)Nc2ccc(Cl)c(Cl)c2)n1 | -3% | 5 | 25% | 3% | 7 | -3 | 11% | -4 | 6% | -28% |

Complete entries, looked up by structure.
COC(=O)c1ccc(-n2c(C)cc(/C=N/Nc3nc(C)cc(=O)[nH]3)c2C)cc1 as listed: Tb PFK block: 3%; Giardia killer: 8; CXXC DNA block: 8%; A-T KAP1 phos: 44%; TSHR antag: 3; FBPA coupling cs: -7; BCR signal inh: 2%; hERG WT inh: -2; GALK inhibitor: -1%; TCR activator: -4%
Cc1noc(C)c1COc1ccc(C(=O)NCc2cccs2)cc1 as listed: Tb PFK block: -1%; Giardia killer: -6; CXXC DNA block: x; A-T KAP1 phos: 2%; TSHR antag: -5; FBPA coupling cs: x; BCR signal inh: u; hERG WT inh: 5; GALK inhibitor: x; TCR activator: -2%[46.1 µM]
CN(C(=O)c1coc(=O)c2ccccc12)c1ccc(F)cc1 as listed: Tb PFK block: 0%; Giardia killer: -23; CXXC DNA block: -1%; A-T KAP1 phos: -2%; TSHR antag: 13; FBPA coupling cs: 2; BCR signal inh: 2%; hERG WT inh: -10; GALK inhibitor: 1%; TCR activator: -2%

Outcome played no part in choosing rows; 1.6% or so of the library scored in one or more.
